HCV inhibitor – inhibitors of hepatitis C virus infection; Huh7.5.1 HCVcc-Cre infection, luciferase reporter, 44 h; Potency, µM (highest dose often 41.8 µM), inactives show at the top dose activity change, negative = inhibition, hits mostly inhibitors; 3.4% of 340,000 active; AID 651820; note: potency is the fitted concentration of half-maximal effect
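Compounds are dispensed onto cells plated 4 h earlier at 1,000 per well, with HCVcc-Cre virus (about 0.5 moi) added next. Following 44 h of culture, luminescent signal is measured for 15 sec after 15 min with substrate at room temperature.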
Sm TGR inh – S. mansoni TGR enzyme inhibition. Q962Y6. purified TGR, DTNB reduction, TNB absorbance 405 nm. Potency, µM (top dose mostly 114 µM), for the others: at the top dose activity change, negative = inhibition, most hits filed as inhibitors. 3% of 360,000 active. AID 485364; note: potency is the fitted concentration of half-maximal effect; nearly all actives have a fitted effect of over 60% in size
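First, TGR (20 nM dispensed) and NADPH were mixed with compound. Second, a 15 min room-temperature incubation followed. Third, further NADPH and then DTNB were added to start the reaction. Finally, TNB absorbance was monitored kinetically.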
AmpC inh detg – inhibitors of E. coli AmpC beta-lactamase with detergent | P00811 | AmpC hydrolysis of nitrocefin, absorbance 480 nm, 0.01% Triton | Potency, µM (titrated, usually from 114 µM), inactives show at the highest dose activity change, negative = inhibition, hits mostly inhibitors | 0.041% of 370,000 active | AID 485294;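 note: potency is the fitted concentration of half-maximal effect; 0% = no-compound wells and -100% = no-enzyme wells; nearly all actives have a fitted effect of over 25% in size; some results filed as inactive show a strong effect at the top dose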
Target sequence (P00811 whole entry, looked up): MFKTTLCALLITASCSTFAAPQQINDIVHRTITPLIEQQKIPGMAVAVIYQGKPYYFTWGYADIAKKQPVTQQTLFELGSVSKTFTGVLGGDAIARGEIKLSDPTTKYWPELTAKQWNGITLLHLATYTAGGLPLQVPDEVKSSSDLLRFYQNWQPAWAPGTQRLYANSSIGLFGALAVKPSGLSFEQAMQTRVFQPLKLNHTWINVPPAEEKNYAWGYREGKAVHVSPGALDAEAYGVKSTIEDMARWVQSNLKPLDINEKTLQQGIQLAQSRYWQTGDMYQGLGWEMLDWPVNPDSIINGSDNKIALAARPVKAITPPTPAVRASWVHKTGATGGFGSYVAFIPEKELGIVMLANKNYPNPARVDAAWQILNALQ
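AmpC (5.3 nM in the dispensed reagent) in 20 mM phosphate pH 7.0 with 0.01% (detergent screen) or 0.0001% Triton X-100 was preincubated with compounds for 15 min at room temperature. Nitrocefin was then added from an 800 uM solution, and hydrolysis was followed at 480 nm.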
AMA1-RON2 inh – AMA1-RON2 (P. falciparum) interaction inhibition; AID 720542; Potency, µM (series often up to 58.2 µM), for the others: at the highest dose activity change, negative = inhibition, most hits filed as inhibitors; 0.2% of 360,000 active; AlphaScreen AMA1-biotinylated RON2 peptide binding;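 note: potency is the fitted concentration of half-maximal effect; 0% = vehicle wells and -100% = peptide control; nearly all actives have a fitted effect of over 45% in size; some results filed as inactive show a strong effect at the top dose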
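AMA1 (3D7) with his tag at 25 nM final met compounds first, then biotinylated RON2 peptide at 25 nM; detection used donor plus acceptor beads, 10 µg/mL apiece, read by AlphaScreen after 30 min at room temperature.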
HCMV antiviral – blocks human cytomegalovirus replication; HFF cells, HCMV-luciferase reporter, 72 h; stronger effect = lower value; activity change, negative = inhibition, % at 57.5 µM; 4.5% of 410,000 active; AID 1259415; in the data active = activity change below about -60%; inconclusive = no clear call, values can overlap the other calls; inactive = above about -39%
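Human foreskin fibroblasts infected with luciferase-reporter HCMV at MOI 1 PFU/cell, compounds at two doses. Luciferase measured 72 h post infection; normalized to buffer-only basal and Salinomycin (10uM) controls.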
FBPA Giardia inh – inhibitors of Giardia lamblia fructose-1,6-bisphosphate aldolase; A8B2U2; purified Giardia FBPA; Potency, µM (highest dose often 59.6 µM), without a hit: at the top dose activity, negative = inhibition, most hits filed as inhibitors; 0.71% of 290,000 active; AID 2451; note: potency is the fitted concentration of half-maximal effect; nearly all actives have a fitted effect of over 55% in size
Target sequence (A8B2U2 whole entry, looked up): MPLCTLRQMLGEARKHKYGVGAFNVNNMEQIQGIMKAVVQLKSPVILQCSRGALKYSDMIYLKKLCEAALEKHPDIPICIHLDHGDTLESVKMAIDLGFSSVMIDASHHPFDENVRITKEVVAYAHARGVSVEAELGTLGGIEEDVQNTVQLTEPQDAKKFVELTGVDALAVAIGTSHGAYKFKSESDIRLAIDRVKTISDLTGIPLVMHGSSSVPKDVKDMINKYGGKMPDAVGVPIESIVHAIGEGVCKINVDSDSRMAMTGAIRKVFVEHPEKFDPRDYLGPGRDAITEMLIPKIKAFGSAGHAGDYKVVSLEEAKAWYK
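40 nM FBPA preincubated 10 min at RT with compound (up to 57.5 uM final), then substrate plus GAPDH/TPI/NAD/arsenate coupling and diaphorase/resazurin added. Fluorescence read after 20 min at RT, 525/598 nm.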
* marks the source's active call; other numbers are inactive results; ? = inconclusive; . = not tested or not shown; & = joins results of further samples; ! = a repeat was not active; [ ] = remark or other dose. Unless noted, calls come from the whole dose curve; as a rule, active = well fitted curve in the direction sought with a large enough effect; inconclusive = small, poorly fitted or top-dose-only effect, or another doubt; inactive = no such curve, though single readings can be large; an effect the other way counts as inactive or inconclusive. Unless noted, % is set by controls: 0 for no effect and ±100 for the full control effect.

SMILES	HCV inhibitor	Sm TGR inh	AmpC inh detg	AMA1-RON2 inh	HCMV antiviral	FBPA Giardia inh
Cc1oc(-c2ccccc2Cl)nc1CN1C(=O)CN=C(c2ccccc2)c2cc(Cl)ccc21	.	1%	8%	.	-19	.
CC(Oc1cccc(Cl)c1)C(=O)Nc1nc(-c2ccccn2)cs1 (configuration not stated)	6.3µM*	-16%	-3%	4%	-72*	.
COc1cc(OC)c2ccc(=O)oc2c1C(CC(=O)N1CCCC1)c1ccc2c(c1)OCO2 (configuration not stated)	3%	-23%	-1%	-5%	-32	9%&3%
CCOC(=O)C1=C(c2ccccc2)OC(N)=C(C#N)C1c1ccc(Cl)s1 (configuration not stated)	-19%	?	7%	8%	-35	-8%
COC(=O)c1cc(C)ccc1OCc1ccc([N+](=O)[O-])cc1	3%	6%	1%	-18%	15	4%
O=C(c1cc(=O)c2ccccc2o1)N1CCN(c2cccc(Cl)c2)CC1	?	1%	-7%	-22%	-36	2%
CCN(CC)C(=O)Cn1cc(S(=O)(=O)CC(=O)Nc2ccc(C(N)=O)cc2)c2ccccc21	0.56µM*	?	-13%	3%	-19	2%
CCN(C(=O)c1cnc(NC(C)C)cc1C(F)(F)F)c1ccc(Cl)cc1Cl	10µM*	15%	7%	-17%	-9	-10%
Cn1cccc1-c1cc2n(n1)CCC(=O)N2CC(=O)Nc1ccc(F)cc1Cl	.	-11%	-1%	.	14	.
CCCCCCCSc1nnc(N)s1	?	4%	-1%	18%	-7	11%
CCCCN(C)CCNC(=O)CCn1nc(-c2ccc(Cl)cc2)ccc1=O	-17%	-1%	-2%	14%	31	-2%
CCn1c(CC(=O)Nc2ccccc2)nnc1SCC(=O)NC1=NCCS1	14%	114%[activator]	3%	-10%	5	-25%
C(#CCN1CCCCC1)COCc1ccccc1	21%	?	-11%	-14%	4	-8%
CC(=O)N=C1SC2CS(=O)(=O)CC2N1c1ccc(-c2nc3ccc(C)cc3s2)cc1 (configuration not stated)	-19%	-12%	-6%	.	.	9%
Cc1ccc(-c2nc(CN(C)Cc3cccc4cnccc34)c(C)o2)s1	?	?	1%	-2%	-67*	-8%

The list goes on, overlapping the part above by two compounds.
SMILES	HCV inhibitor	Sm TGR inh	AmpC inh detg	AMA1-RON2 inh	HCMV antiviral	FBPA Giardia inh
CC(=O)N=C1SC2CS(=O)(=O)CC2N1c1ccc(-c2nc3ccc(C)cc3s2)cc1 (configuration not stated)	-19%	-12%	-6%	.	.	9%
Cc1ccc(-c2nc(CN(C)Cc3cccc4cnccc34)c(C)o2)s1	?	?	1%	-2%	-67*	-8%
COc1ccc(CCN2CC(C(=O)OC(C)C(=O)Nc3ccc(NC(C)=O)cc3)CC2=O)cc1OC (configuration not stated)	-23%	.	.	-2%[11.6 µM]	-16	.
CCN(CC)S(=O)(=O)c1ccc2c(c1)c(=O)c(C(=O)N(C)Cc1ccccc1)cn2C	.	0%	-5%	.	-6	.
O=C(O)Cc1csc(Nc2cccc(Cl)c2)n1	6%	-26%	1%	-6%	-9	3%
Cc1ccc(NC(=O)C/C(N)=N/OC(=O)Nc2cccc(C)c2)cc1	-6%	-3%	5%	23%	58	.
COc1ccccc1NC(=O)CSc1nc2c(oc3ccccc32)c(=O)n1-c1ccc(C)cc1	.	1%	-3%	.	11	.
COc1cc(C(=O)OCC(=O)N2CCNC2=O)cc(Cl)c1OC	3%	-8%	?	10%	0	.
CN(C(=O)c1cccc(NC(=O)Cc2cccc(NC(=O)C3CCCN(C(=O)C4CCCCC4)C3)c2)c1)C1CC1 (configuration not stated)	-14%[8.37 µM]	.	.	-5%	-17	.
Cc1csc(=O)n1CC(=O)OCC(=O)Nc1ccccc1C(C)C	0%	3%	2%	-2%	3	.
N#Cc1nc(-c2ccccc2F)oc1NC1CCCCC1	?	6%	-8%	-10%	-1	2%
CCN(CC)c1ccc(C2C(C(=O)OCCOC)=C(C)NC3=C2C(=O)CCC3)cc1 (configuration not stated)	5%	-4%	2%	-5%	7	2%
O=C(O)CN1C(=O)SC(Nc2ccccc2C(=O)O)C1=O (configuration not stated)	7%	-3%	-14%	45%[activator]	-1	-30%
CC1CCCCN1C(=O)c1cc(S(=O)(=O)N2CCCCC2)c[nH]1 (configuration not stated)	-5%	0%	?	-5%	18	2%
CC(=O)N1CCN(c2ccc(NCc3ccc(C)s3)cc2)CC1	-5%	-24%	-8%	-18%	-37	?
Cc1ccc2[nH]c(=O)c(CN(Cc3ccco3)C(=O)c3cccs3)cc2c1	8%	-13%	?	.	.	1%
CN(Cc1ccco1)S(=O)(=O)c1nnc(NC(=O)c2cccc(Cl)c2)s1	-9%	7.9µM*!	-8%&5%	-15%	56&34	.
CCCc1ccc(OCCNC(=O)c2ccco2)cc1	-13%	11%	8%	16%	38	.
Cc1cccc(OP(=O)(Nc2cccnc2)Oc2cccc(C)c2)c1	-7%	1%	-4%	-7%	?	-1%
O=C(Nc1ccc2c(c1)OCCO2)NC1CCCCC1	4%	-2%	?	1%	68	-9%
Cc1ccccc1OCCn1cc(/C(N)=N/O)c2ccccc21	?	-5%	-6%	2%	-14	-5%
O=[N+]([O-])c1ccc2nn(Cc3ccccc3)cc2c1	-12%	-22%	-5%	-5%	-34	5%
N/C(=N\OC(=O)COc1ccc2ccccc2c1)c1ccccn1	-17%	-1%	-10%	8%	-5	-23%
O=C(O)c1[nH]c2ccc([N+](=O)[O-])cc2c1-c1ccccc1	21%	0%	2%	-7%	61	10%
COCCN1C(=O)C(O)=C(C(C)=O)C1c1ccc(OC)c(OC)c1 (configuration not stated)	5%	-19%	-15%	-8%	-1	-7%
COc1c2c(cc3oc(=O)c4c5ccc(O)cc5oc4c13)OC(C)(C)CC2	?	.	.	1%	?	.
Cc1nc2sc3c(c2c2nc(-c4ccco4)nn12)CCCC3	13%	-36%	-5%	.	.	4%
Cc1ccc(CN(C)C(=O)CC2C(=O)NCCN2CC2CCCCC2)cc1 (configuration not stated)	8%	?	-8%	-24%	11	-15%
O=C(NCCc1cccs1)C(c1ccccc1)c1ccccc1	8%	?	4%	1%	6	2%
COC(=O)Cc1c(C)[nH]n(-c2cc(Cl)cc(Cl)c2)c1=O	-1%	-29%	0%	19%	-15	-13%
O=Cc1ccc(OCc2ccc3c(c2)OCO3)cc1	14%	-2%	-10%	9%	58	9%
O=C(c1ccc(-n2cccc2)cc1)N1CCOCC1	-5%	-3%	4%	-2%	62	3%
COc1ccc(-c2nnc(NC(=O)c3cc(Cl)ccc3Cl)o2)cc1	6%	?	?	146%[activator]	3	?
COc1ccccc1NC(=O)CSc1nnnn1Cc1ccccc1	-6%	3%	?	9%	-28	-3%
CCOC(=O)N1CCN(C(=O)Cc2ccc(C)cc2)CC1	8%	15%	?	-10%	17	2%
Cc1ccc(CNC(=O)c2c(C)oc3nc(C)nc(N4CCOCC4)c23)cc1	.	12%	15%	.	57	.
CCCc1nn2c(=O)cc(COC(=O)c3cccc(NC(=O)c4ccc(OCC)cc4)c3)nc2s1	.	-3%	15%	.	12	.
Cc1ccc(N2C(=O)c3ccc(N)cc3C2=O)cc1	-12%	8%	-8%	15%	-14	2%
Cc1onc(-c2c(Cl)cccc2Cl)c1C(=O)N1CCc2ccccc2C1	32%[activator]	-1%	?	1%	1	.
COc1ccc(C(=O)Oc2c(Sc3ccc(C)cc3)c(C)nn2C(C)(C)C)cc1OC	.	-10%	-2%	.	-11	.
Cc1nc2c(C(=O)NCc3cccs3)cnn2c(C)c1Cc1ccc(F)cc1	2%	?	-14%	.	?	1%
O=C(NCc1ccc(Cl)cc1)C1=Cc2cc(Br)ccc2OC1	.	-2%	-1%	.	-11	.
O=C(NCCCn1ccnc1)/C(=C\c1cccs1)NC(=O)c1cccs1	-2%	0%	2%	-24%	-5	8%
CCCCNC(=O)CC1S/C(=N/N=C/c2ccc(OC)cc2)NC1=O (configuration not stated)	5%	-3%	8%	5%	?	7%
Cc1cc([N+](=O)[O-])nn1Cc1ccc(C(=O)N/N=C/c2ccc(F)cc2)cc1	-23%	5%	0%	-3%	?	2%
O=C1NC(c2cc(Cl)cc([N+](=O)[O-])c2O)Nc2ccccc21 (configuration not stated)	3%	-17%	-7%	-14%	0	9%
O=C(CSc1nc(-c2ccccc2)no1)N1CCN(c2ccccc2F)CC1	.	8%	-3%	.	0	.

Look-ups from the entries so far:
For FBPA Giardia inh, `O=C1NC(c2cc(Cl)cc([N+](=O)[O-])c2O)Nc2ccccc21` (configuration not stated) has 9%
For HCV inhibitor, `Cc1cc([N+](=O)[O-])nn1Cc1ccc(C(=O)N/N=C/c2ccc(F)cc2)cc1` has -23%
For FBPA Giardia inh, `COc1ccccc1NC(=O)CSc1nnnn1Cc1ccccc1` has -3%
For AMA1-RON2 inh, `CCOC(=O)N1CCN(C(=O)Cc2ccc(C)cc2)CC1` has -10%
For Sm TGR inh, `Cc1ccc(CNC(=O)c2c(C)oc3nc(C)nc(N4CCOCC4)c23)cc1` has 12%

Later entries
SMILES	HCV inhibitor	Sm TGR inh	AmpC inh detg	AMA1-RON2 inh	HCMV antiviral	FBPA Giardia inh
COc1cc(Cl)cc(C#N)c1OCC(=O)O	4%	-24%	-1%	16%	21	10%
COc1cccc(N2CCN(c3cnc4ccccc4n3)CC2)c1	-26%	8%	-10%	-21%	-21	-9%
O=C(NCc1ccco1)C1CCN(c2ccc(N3CCOCC3)nn2)CC1	-3%	-34%	0%	0%	?	-13%
O=C(Nc1ccc(NC(=O)c2ccc3c(c2)OCO3)cc1)c1cccc(Cl)c1	3%	-4%	2%	1%	14	.
COc1ccc(Cn2c(-c3ccc(OC)cc3)n[nH]c2=S)cc1	3%	-6%	6%	92%[activator]	16	24%
CCCCN1C(=O)c2ccc(C(=O)OCC(=O)N3CCN(c4ccccc4)CC3)cc2C1=O	14%	-9%	1%	-8%	-6	.
OC[C@@H](O)[C@@H](O)[C@H](O)[C@@H](O)CO	7%	-1%	5%	16%	58	.
C/C(=C\c1ccco1)CN1CCC(N2CCC(C(=O)N3CCOCC3)CC2)CC1	?	-31%	-4%	18%	-26	0%
O=C(NC(NC1CCS(=O)(=O)C1)C(=O)c1cccs1)c1ccccc1 (configuration not stated)	-15%	-23%	?	0%	25	-1%
CCc1ccccc1NC(=O)Cn1c(=O)n(CCc2ccccc2)c(=O)c2sc3ccccc3c21	.	-5%	1%	.	-6	.
CCN(CC)S(=O)(=O)c1ccc(Cl)c(C(=O)NC(C)C(c2cccs2)N2CCCC2)c1 (configuration not stated)	14µM*	-1%	4%	-14%	46	1%
O=C(COc1ccc(Br)cc1F)Nc1nnc(C2CC2)s1	11%	.	.	-7%	-36	.
CSc1nc2n(n1)C(c1cccc(F)c1)C(C(=O)Nc1ccc(C)cc1C)=C(C)N2 (configuration not stated)	14%	1%	-1%	-3%	19	8%
COC(=O)c1cc(NC(=O)c2nn(C)c(=O)c3ccccc23)cc(C(=O)OC)c1	-4%	0%	0%	3%	-10	1%
Clc1cccc(CN2CCN(Cc3nc(CCc4ccccc4)no3)CC2)c1	-2%	1%	0%	-5%	23	-1%

Compound activity from PubChem.
